Cav32 inh – Cav3.2 calcium influx blockers – cell-based, Fluo-4 calcium fluorescence, FDSS, MLSMR library, primary screen. Voltage-dependent T-type calcium channel subunit alpha-1H (Homo sapiens), O95180. Cav3.2-expressing cells; stronger effect = lower value. actives 4% (n = 100,000). B-score at 10 µM. AID 449739, 2010;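 active = single-dose well whose peak fluorescence ratio is a statistical outlier from its plate by either plate-standardised score or position-corrected B-score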
The depositor's hits bear a star. Only part of the results is shown, so the mix of outcomes need not match the whole.

Compound | Cav32 inh
COCCn1nnnc1C(c1ccc(OC)cc1)N1CCN(c2ccccc2F)CC1 (stereo not given) | -1.1
CC1CN=C(NC2CCCCC2C)S1 (stereo not given) | -0.088
CCOC(=O)c1[nH]c2cc(OC)c(OC)cc2c1NC(=O)CN(C)C1CCCCC1 | 0.3
C/C(Cn1cnc([N+](=O)[O-])n1)=N\NC(=O)c1cccc(F)c1 | -0.18
O=C(NCCc1ccccn1)c1ccc(COc2ccccc2)o1 | 0.025
CCCCC1CCC(C(=O)NCc2ccc3c(c2)OCO3)CC1 (stereo not given) | 2.2
COc1cccc(CNC(=O)Nc2cccs2)c1 | -0.76
Cc1cccc(C(=O)NCCN2CCN(c3ccccc3)CC2)c1 | 1.7
O=C(CSc1nc2ccccc2o1)NCc1ccco1 | -0.043
Cc1ccc(Cn2nnc3c(=O)n(Cc4cc(C)ccc4C)cnc32)cc1 | -0.57

Compound | Cav32 inh
CC(C)CN1C(=O)c2ccc(C(=O)NCc3ccc4c(c3)OCO4)cc2C1=O | 0.5
CC1CCN(C(=O)CSc2nnc(Cc3ccccc3)o2)CC1 | 0.27
COc1ccc2cc1Oc1ccc(cc1)C[C@H]1c3cc(c(OC)cc3CCN1C)Oc1c(OC)c(OC)cc3c1[C@H](C2)N(C)CC3 | 0.8
CCOc1ccc(NC(=O)C2CCN(C(=O)NC3CCCCC3)CC2)cc1 | 0.22
OC1CN=C2C=CC=CN2C1 (stereo not given) | -7.4*
CC1=C(C(=O)NC2CCCCC2C)C2(CCC(C)CC2)OC1=O (stereo not given) | -0.014
COc1oc(-c2ccccc2C)nc1C(F)(F)F | -0.53
COC(=O)CNC(=O)c1c(-c2c(Cl)cccc2Cl)noc1C | 0.32
CCN1C(=O)C(CC(=O)Nc2cc(C)ccc2C)SC1=Nc1ccc(S(N)(=O)=O)cc1 (stereo not given) | 0.96
NC(=O)c1oc2ccccc2c1NC(=O)C1CCCCC1 | -0.35

Compound | Cav32 inh
Clc1cccc(/C=N\Nc2nccs2)c1 | -0.3
COC(=O)CCSCc1cn2cc(Cl)ccc2n1 | -1.3
COc1ccc(C(=O)Nc2cccc(-c3nc4ncccc4o3)c2C)cc1OC | 0.079
O=C(C1COc2ccccc2O1)N1CCN(c2ccccc2)CC1 (stereo not given) | -0.8
COCCCNc1nc(-c2ccncc2)nc2ccccc12 | 0.54
O=C(O)C1CC=CCC1C(=O)Nc1cccc(Cl)c1 (stereo not given) | -0.6
N#Cc1c(NC(=O)CSc2ncn[nH]2)sc2c1CCCCC2 | -3.6
C/C(=N\NC(=O)c1ccc(C)cc1)C1C(=O)c2ccccc2C1=O | -0.62
COc1cc(CC(=O)OCC(=O)Nc2cc(S(=O)(=O)N3CCCC3)ccc2Cl)cc(OC)c1OC | 1
COc1ccc(-n2c(NC(=O)c3ccco3)c(C#N)c3nc4ccccc4nc32)cc1 | -3.2

Compound | Cav32 inh
CCOC(=O)N1CCN(c2ccccc2O)CC1 | 0.028
O=C(Nc1cc2c(cc1Br)OCCO2)c1ccco1 | 0.53
CCOC(=O)N1CCN(C2CC(=O)N(c3ccc(Cl)c(Cl)c3)C2=O)CC1 (stereo not given) | -0.051
COc1ccccc1N(Cc1cc2cccc(C)c2[nH]c1=O)C(=O)C(C)C | -1.8
CC(C)c1ccc(N(CC(=O)NCCSC(C)(C)C)S(C)(=O)=O)cc1 | -0.041
CCCNC(=O)N1CCN(c2nc(C(C)C)c3c(c2C#N)CC(C)(C)OC3)CC1 | -0.96
COc1cccc(-c2nc(CS(=O)CC(=O)O)c(C)o2)c1 (stereo not given) | 0.83
CCOC(=O)c1nnc2ccnn2c1N | 0.0093
CC[N+](CC)(CC)CC(=O)Nc1c(C)cccc1C | 0.15
CCn1c(COc2cccc(C)c2)nc2ccccc21 | -4*

Compound | Cav32 inh
O=C(Cc1ccccc1)NCCn1ccc2ccccc21 | -0.59
COc1cccc(-n2c(C)nc3cc(C(=O)O)ccc32)c1 | 1.4
COCCCNC(=O)Cn1nnc(-c2ccccc2NC(=O)c2ccc(F)cc2)n1 | -1.1
COc1cc(O)c(C(=O)/C=C/c2ccccc2)c(OC)c1 | 0.52
COc1cc(NC(=O)c2ccc(N)nc2)cc(C(=O)Nc2cccc(C(F)(F)F)c2)c1 | 0.0088
O=C(NCCO)c1cc2ccccc2cc1O | 0.81
O=C(C1CCCC1)N(c1ccccc1)C1C=CS(=O)(=O)C1 (stereo not given) | 1.3
Cc1cc2cc3c(cc2nc1SCC(=O)Nc1ccccc1)CCC3 | -0.11
COc1ccc(CCC(=O)NCc2cn3ccsc3n2)cc1 | 0.28
O=C(Nc1ccccc1)[C@@H]1CC=C[C@@H]2CCN(Cc3ccc(Cl)c(Cl)c3)C(=O)[C@@H]21 | -2.3

Compound | Cav32 inh
O=C(Nc1ccc(N2CCN(C(=O)c3ccccc3)CC2)c(Cl)c1)c1ccc(Br)o1 | -0.86
CC(c1ccco1)N(C(=O)C12CC3(C)CC(C)(CC(C)(C3)C1)C2)c1ccccn1 (stereo not given) | -0.44
COc1ccc(OC)c(C(c2nnnn2C2CCCC2)N2CCN(c3ccc(F)cc3)CC2)c1 (stereo not given) | -9.4*
Cc1ccc(/C(O)=C2/C(=O)C(=O)N(CCN3CCOCC3)C2c2ccccn2)cc1 (stereo not given) | 0.014
Nn1c(CN2CCCCC2)nc2ccccc2c1=O | 0.4
O=C(CN1CCc2[nH]c3ccccc3c2C1)N1CCCCC1 | -1.5
O=C(Nc1ccccc1C(=O)N1CCOCC1)c1ccc(F)cc1 | 0.23
CCOc1cc(-c2nc(-c3ccncc3)no2)cc(OCC)c1OCC | 0.13
CCn1ncc(CNC(=O)CCSc2nc(-c3ccco3)cc(C(F)(F)F)n2)c1C | 0.14
CCn1c(SCC(=O)Nc2nc(C)c(C)s2)nnc1-c1cccs1 | 0.48

Compound | Cav32 inh
Cc1ccc(Cl)cc1NC(=O)COC(=O)C1CCCC1 | -0.86
COc1ccccc1Nc1nc(N2CCOCC2)nc(N2CCOCC2)n1 | 0.028
CCOC(=O)Nc1ccc2c(CN3C(=O)NC4(CCCC4)C3=O)cc(=O)oc2c1 | 0.53
Cc1csc2ncc(C(=O)Nc3ccon3)c(=O)n12 | -1.1
O=Cc1cn(-c2ccccc2)nc1-c1cc2cc(O)ccc2oc1=O | 1.5
COC(=O)C1=C(C(=O)OC)[C@@H]2N(Cc3ccccc3)c3ccccc3[C@@]23C[C@@H](C(=O)OC)N(C(=O)NC(C)(C)C)C3=N1 | -2.4
O=C(CSc1nnc(-c2ccco2)n1CC1CCCO1)c1ccc(F)cc1 (stereo not given) | 0.62
C=C(C)CN1C(=O)c2ccccc2C1=O | -1.8
O=C(/C=C/c1cc2c(cc1Br)OCO2)NCc1ccc(Cl)cc1 | -0.0035
COc1ccc(C(C(=O)NC2CCCC2)N(C(=O)c2ccco2)c2ccc3c(c2)OCO3)cc1OC (stereo not given) | -0.15

smiles,Cav32 inh
Cc1cc(C)c(NC(=O)NC(=O)c2cccc(F)c2)c(C)n1,1.4
COC1=CC(=O)OC12CCCCC2,0.12
COc1ccc(NC(=O)CSc2nnc(-c3cccnc3)n2Cc2ccco2)c(OC)c1,0.33
CCOC(=O)N1CCC(Nc2ccc3nnc(-c4ccccc4)n3n2)CC1,2.7*
COC(=O)NNC(=S)Nc1cc(OC)ccc1OC,0.53
O=C(Cn1cccc1C(=O)c1ccccc1)NCCCN1CCOCC1,1.1
Cc1ccccc1C(=O)c1cccn1CC(=O)N1CCCCCC1,0.38
CN1CCN(C(=O)C2=C[C@@H](c3ccc(C(F)(F)F)cc3)C[C@@H](OCCCCO)O2)CC1,0.63
CN1CCC(=C2c3ccccc3C=Cc3ccccc32)CC1,-5*
COc1cccc(NC(=O)N2CCCC2C(=O)NC2CC2)c1 (stereo not given),-0.65

smiles,Cav32 inh
CNC(=O)Nc1nnc(C(C)(C)C)s1,-0.0092
C=CCCCCCCCCC(=O)Nc1c[nH]c(=O)[nH]c1=O,-0.061
Cc1nn(-c2ccccc2)c2c1C(=O)N(c1ccccc1)C(=O)C(C)(C)C2,0.49
CCc1ccc(C2(O)CC(C(F)(F)F)=NN2C(=O)Cc2ccc([N+](=O)[O-])cc2)cc1 (stereo not given),0.033
CC(C)C(=O)Nc1ccc(-c2csc(-c3ccccc3)n2)cc1,0.51
COc1cc(C(=S)N2CCCCC2)ccc1O,0.94
CC1(C)CC(=O)C=C(NCCN2CCNCC2)C1,0.042
O=C(c1cccc2cccc(O)c12)N1CCCCC1,0.49
COc1ccc(C(=O)NCC(=O)O)cc1,0.35
CNc1oc(-c2ccc(Cl)cc2)nc1P(=O)(c1ccccc1)c1ccccc1,-0.8

smiles,Cav32 inh
COc1ccc(C2N=C(c3ccccc3)C(C)(C)N2O)cc1OC (stereo not given),-0.46
COc1ccc(NC2=NC(=S)N(c3ccccc3C)C23CCCCC3)cc1,-3.5
CCc1ccccc1NC(=O)CSc1ncn[nH]1,-0.5
O=C(CSc1ncn[nH]1)Nc1ccccc1Sc1ccccc1,0.48
Nc1nc2nc(-c3ccc(OCc4ccccc4)cc3)cc(C(F)(F)F)n2n1,-0.062
CCC1Oc2ccc(C)cc2N(CC(=O)N(Cc2cccnc2)Cc2ccc(C)o2)C1=O (stereo not given),0.53
Cc1cc2nc(N)sc2cc1[N+](=O)[O-],0.41
CN1C(=O)CC(N2CCC(C(N)=O)(N3CCCCC3)CC2)C1=O (stereo not given),-0.54
COc1ccc(NC(=O)c2cc(C(C)C)on2)c(OC)c1,-1.1
Cc1ccccc1-c1nnc(SCC(=O)Nc2cccc(C)c2C)o1,-0.55

smiles,Cav32 inh
Cc1ccc(Cn2ccc(NC(=O)c3cc(C(C)C)on3)n2)cc1,-4.5
Cc1cc(C)c(NC(=O)Cn2cc3c(n2)CCCC3)c(C)c1,-0.52
Cc1cc(C)cc(N(CC(=O)Nc2c(C)n(C)n(-c3ccccc3)c2=O)S(C)(=O)=O)c1,1.1
CCC1Oc2ccc(C)cc2N(CC(=O)NCc2ccccc2OC)C1=O (stereo not given),-0.24
Cc1cc(C(F)(F)F)nc(SCC(=O)NC2CC3CCC2C3)n1 (stereo not given),-1.1
CC(=O)OCc1c(C(F)(F)F)nn(C)c1Oc1ccccc1,0.044
OC(C#CCN1CCOCC1)(c1ccccc1)C1CCCCC1 (stereo not given),-0.16
COc1cccc(-c2nc(C(N)=O)c3[nH]c(=O)n(-c4cccc(Cl)c4)c3n2)c1OC,0.36
CCCCNC(=O)CC1Nc2ccccc2NC1=O (stereo not given),-0.79
CCCOc1ccc(S(=O)(=O)NCCN2CCOCC2)c2ccccc12,1

smiles,Cav32 inh
Cc1ccc(C)c(/C(O)=C2\C(=O)C(=O)N(CCCn3ccnc3)C2c2ccncc2)c1 (stereo not given),0.03
CN(C)CCNC=C(C(=O)Nc1ccc(Cl)cc1Cl)C(=O)Nc1ccc(Cl)cc1Cl,1
O=S(=O)(NCc1ccccc1)c1ccc(S(=O)(=O)N(Cc2cccs2)CC2CCCO2)cc1 (stereo not given),0.2
O=c1cc(O)nc(SC23CC4CC(CC(C4)C2)C3)[nH]1,0.79
CCN(CC)Cc1c[nH]c2c(C(=O)OC)cccc12,0.37
COc1ccc(CCNC(=O)c2nnn(-c3cccc(C)c3)c2N)cc1OC,0.45
CC1CC(C)CN(C(=O)c2ccc3c(c2NCCO)C(=O)c2ccccc2C3=O)C1 (stereo not given),-1.5
O=C(O)c1cccnc1-c1ncccc1C(=O)O,-0.0033
Cc1nn(C)c(C)c1NC(=O)c1ccc(Cl)cc1,0.9
Cc1ccc(C(=O)OCC(=O)Nc2ccccc2N2CCOCC2)cc1,-1.4

smiles,Cav32 inh
COc1cc(C(=O)Nc2ccc(OCC(=O)O)cc2)cc(OC)c1OC,0.19
NC(=O)C1CC(O)CN1c1nc(CN2CCOCC2)nc2scc(-c3ccccc3)c12 (stereo not given),-0.14
Nc1nc(-c2ccccc2)cn1N,-0.47
Cc1cc(C)c(S(=O)(=O)c2ccccc2C(=O)O)c(C)c1,0.33
COc1ccc(-n2nc(C(=O)NCC(=O)NCC3CCCO3)c3ccccc3c2=O)cc1Cl (stereo not given),-0.03
Cc1cc(NC(=O)COc2ccc(N(C)S(=O)(=O)c3ccccc3)cc2)no1,0.13
CCOc1ccc2[nH]c(=O)c(CN(Cc3ccco3)Cc3nnnn3Cc3ccccc3)cc2c1,-3.1
CN1C(=O)NC2(O)C(=O)c3ccccc3C12O (stereo not given),0.22
COc1ccc(CCN2C(=O)C3C4CC(C5C(C(=O)O)=NOC45)C3C2=O)cc1OC (stereo not given),-0.033
CCN1CCN(C(=O)C(C)N(c2ccc(C)cc2)S(C)(=O)=O)CC1 (stereo not given),0.032
O=c1cc(CSc2nnnn2-c2ccccc2)nc2nc[nH]n12,-0.91
CCCn1c(SCC(=O)Nc2nc(C)cs2)nnc1-c1cccnc1,0.3
COC(=O)c1ccc2c(c1)C(C)(C)C(/C=C/c1ccccc1O)=[N+]2C,-3.7*

Bioassay records: PubChem, Vanderbilt High Throughput Screening Facility
